Bioassay records as filed in PubChem.
GPR151 ag – activators of human GPR151 | Q8TDV0 | PathHunter beta-arrestin GPR151 cells, luminescence | activation, % at 11.2 µM | actives 1% (n = 650,000) | AID 1508602; in the data active = activation above about 4.9%;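 note: 0% = median of compound wells and 100% = cells with positive control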
Target sequence (Q8TDV0 whole entry, looked up): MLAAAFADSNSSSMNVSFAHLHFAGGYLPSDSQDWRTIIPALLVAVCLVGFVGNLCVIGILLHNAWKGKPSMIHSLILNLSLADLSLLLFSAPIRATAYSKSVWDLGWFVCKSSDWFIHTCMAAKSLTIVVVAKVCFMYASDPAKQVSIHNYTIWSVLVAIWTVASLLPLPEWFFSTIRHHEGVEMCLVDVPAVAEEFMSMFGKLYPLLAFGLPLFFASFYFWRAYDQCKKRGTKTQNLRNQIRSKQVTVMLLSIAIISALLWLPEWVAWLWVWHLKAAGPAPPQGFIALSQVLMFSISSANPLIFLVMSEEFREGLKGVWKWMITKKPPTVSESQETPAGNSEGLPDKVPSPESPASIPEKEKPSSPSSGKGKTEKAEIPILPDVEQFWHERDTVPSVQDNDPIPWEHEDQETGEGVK
TEAD-YAP block – TEAD-YAP interaction inhibition | HEK-TIYL cells, TEAD-Gal4/YAP UAS-luciferase luminescence | inhibition, % at 9.12 µM | actives 1.4% (n = 640,000) | AID 1259422; in the data active = inhibition above about 32%;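 note: 0% = median of test compound wells and 100% = reference inhibitor wells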
FBW7 activator – human FBW7 E3 ligase activation, primary screen. Q969H0. AlphaScreen FBW7–phospho-cyclin E peptide binding, activator screen. normalized activity (activation), % at 26.1 µM. actives 0.13% (n = 650,000). AID 1259310; in the data active = normalized activity above about 1.9%;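 note: purified mutant Fbw7 with reduced substrate affinity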
MITF inh – human MITF inhibition, primary screen | O75030 | AlphaScreen MITF homodimerization, bead proximity signal | inhibition, % at 2.6 µM | actives 0.91% (n = 650,000); in the data active = inhibition above about 50%;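 note: 0% = vehicle wells with protein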
Target sequence (O75030 whole entry, looked up): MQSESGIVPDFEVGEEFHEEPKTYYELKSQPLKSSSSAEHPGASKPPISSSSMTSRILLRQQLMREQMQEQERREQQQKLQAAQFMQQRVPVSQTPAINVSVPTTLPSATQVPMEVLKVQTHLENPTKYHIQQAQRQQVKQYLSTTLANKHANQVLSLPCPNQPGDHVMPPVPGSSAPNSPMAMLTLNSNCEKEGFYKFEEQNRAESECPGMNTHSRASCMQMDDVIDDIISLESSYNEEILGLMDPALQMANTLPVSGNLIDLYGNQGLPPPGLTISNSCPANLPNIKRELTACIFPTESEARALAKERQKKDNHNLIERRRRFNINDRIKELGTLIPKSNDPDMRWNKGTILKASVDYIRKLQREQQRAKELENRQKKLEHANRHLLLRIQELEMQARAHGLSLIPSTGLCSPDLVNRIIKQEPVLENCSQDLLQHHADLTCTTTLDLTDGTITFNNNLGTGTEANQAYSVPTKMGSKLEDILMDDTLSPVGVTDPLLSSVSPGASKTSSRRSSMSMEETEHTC
* marks the source's active call; other numbers are inactive results; x = no result given.

SMILES	GPR151 ag	TEAD-YAP block	FBW7 activator	MITF inh
Cc1c(C)n2c(SCC(=O)Nc3ccc(F)cc3)nnc2[nH]c1=O	-0.3	-2	-0.1	0
O=C(Nc1cccc(C(F)(F)F)c1)c1ccc2nc(N3C(=O)CCC3=O)sc2c1	-0.2	-3	0.0	-12
COCc1nnc(NC(=O)/C=C/c2ccc([N+](=O)[O-])cc2)s1	3.9	-1	0.3	-9
O=C(NC1CCCCC1)C1CCN(c2nccs2)CC1	1.1	2	-0.1	-13
CC(C)N(C)C(=O)C1CC(=O)c2sc(NC(=O)c3ccccc3)nc2C1 (stereo not drawn)	6.4*	4	0.5	11
O=C(/C=C/c1ccco1)NCc1ccccc1	3.5	-57	0.0	-9
COC(=O)c1ccccc1Nc1c(-c2ccc(C)cc2)c(=O)c1=O	0.1	3	0.0	7
CC1=C(C(=O)OCCc2ccccc2)C(c2cccc(Cl)c2Cl)C2=C(CC(c3ccc(Cl)cc3)CC2=O)N1 (stereo not drawn)	1.7	-8	0.4	-12
COc1ccc(-c2cc(OC(=O)c3ccccc3Cl)cc3sc(=O)oc23)cc1	3.0	4	-0.2	-4
CCn1c(=O)cc(SCC(=O)NCCc2cc(OC)ccc2OC)c2ccccc21	0.8	-11	0.2	17
CCOc1ccccc1OCCCCNCCO	-0.1	-1	0.0	42
COc1ccccc1NC(=O)C1=C(C)NC(SCC(=O)Nc2ccccc2)=C(C#N)C1c1ccco1 (stereo not drawn)	1.4	3	0.1	11
CCC(=O)Nc1cccc(C(=O)/C=C/c2ccc(F)cc2)c1	-0.2	8	0.2	5
COc1cccc2c1OC1(C)CC2NC(=O)N1c1cccc(C)c1 (stereo not drawn)	0.4	2	0.1	6
CCOC(=O)c1sc2nc(CC(=O)OC)nc(N3CCN(c4ccccn4)CC3)c2c1C	-0.2	7	0.0	0
O=C(Nc1ccccc1)Oc1ccc(F)cc1	-0.3	2	-0.2	-6
O=C(Nc1cc(-c2ccccc2Nc2ccccc2)ccn1)C1CCOC1 (stereo not drawn)	2.2	-2	-0.1	3
COc1ccc(CCNC(=O)CSc2nc(N)c3c(C)c(C)oc3n2)cc1OC	-0.3	0	0.9	-7
CC(=O)c1cccc(-c2[nH]nc3nc(-c4cccc(C(=O)NCCN(C)C)c4)ccc23)c1	-0.7	-36	-0.5	-5
CCCCC1(C(=O)O)CC(C)=C(C)CC1C(=O)O (stereo not drawn)	0.9	2	-0.1	-5
CCC1CCCCN1Cc1ccc([N+](=O)[O-])s1 (stereo not drawn)	-0.2	-5	0.0	35
COc1ccc2nc(NC3=NC(c4ccccc4)CC(=O)N3)nc(C)c2c1 (stereo not drawn)	0.2	-3	0.0	-4
CCCCn1c(=O)c2sccc2n2c(CCC(=O)N3CC=C(c4ccccc4)CC3)nnc12	-0.5	-3	-0.2	-7
CC(=O)NCC(c1ccco1)N1CCN(c2ccc(F)cc2)CC1 (stereo not drawn)	0.9	0	0.0	1

3 entries picked at random from the list so far:
SMILES	GPR151 ag	TEAD-YAP block	FBW7 activator	MITF inh
COc1cccc2c1OC1(C)CC2NC(=O)N1c1cccc(C)c1 (stereo not drawn)	0.4	2	0.1	6
CCCCC1(C(=O)O)CC(C)=C(C)CC1C(=O)O (stereo not drawn)	0.9	2	-0.1	-5
O=C(Nc1ccccc1)Oc1ccc(F)cc1	-0.3	2	-0.2	-6

The main list resumes with the 3 entries that preceded the break.
SMILES	GPR151 ag	TEAD-YAP block	FBW7 activator	MITF inh
COc1ccc2nc(NC3=NC(c4ccccc4)CC(=O)N3)nc(C)c2c1 (stereo not drawn)	0.2	-3	0.0	-4
CCCCn1c(=O)c2sccc2n2c(CCC(=O)N3CC=C(c4ccccc4)CC3)nnc12	-0.5	-3	-0.2	-7
CC(=O)NCC(c1ccco1)N1CCN(c2ccc(F)cc2)CC1 (stereo not drawn)	0.9	0	0.0	1
Cc1ccc(NC(=O)N2CCCC(c3nnc(CC(C)(C)C)o3)C2)cc1 (stereo not drawn)	-0.3	-3	-0.1	-5
Cc1cccc(NC(=S)NC(=O)c2cc3ccccc3o2)n1	3.4	-8	1.2	12
Cc1ccc(C(=O)CSc2nnc(-c3ccco3)n2C)cc1	-0.1	-10	0.4	5
Cc1ccc(C(=O)N2CCN3C(=O)[C@@H](CO)NC(=O)[C@H]3C2)cc1	-1.4	4	0.0	-14
O=C(Cn1cc2c(n1)CCCC2)NCCCN1CCCCCC1	-0.1	-12	0.0	-3
Cc1cccn2c(=O)c(/C=C(\C#N)C(=O)NCC3CCCO3)c(Oc3ccc(F)cc3)nc12 (stereo not drawn)	-0.5	-2	-0.1	5
COc1ccc(C(=O)N/N=C/c2ccccc2Br)cc1	0.2	-30	0.2	3
COc1ccc(CCNC(=O)CSc2nc3nc(C)c(Cc4c(F)cccc4Cl)c(C)n3n2)cc1OC	0.3	14	0.0	0
CN(C)c1ccc(/C=C2N=C(/C=C/c3ccc([N+](=O)[O-])cc3)OC/2=O)cc1	1.9	-12	-0.1	-2
COc1ccccc1NC(=O)Cn1cnc2sc(C(=O)N3CCCc4ccccc43)c(C)c2c1=O	-0.7	7	-0.2	10
Clc1nc(NCCN2CCOCC2)nc(Nc2ccc3c(c2)OCO3)n1	0.1	-14	0.0	-23
CN(C)S(=O)(=O)c1ccc(/C(O)=C2/C(=O)C(=O)N(CCN3CCOCC3)C2c2ccco2)cc1 (stereo not drawn)	-2.6	7	0.0	9

Limited to MITF inh, FBW7 activator and TEAD-YAP block, for six of the compounds above:
SMILES	MITF inh	FBW7 activator	TEAD-YAP block
Cc1ccc(C(=O)CSc2nnc(-c3ccco3)n2C)cc1	5	0.4	-10
Cc1ccc(C(=O)N2CCN3C(=O)[C@@H](CO)NC(=O)[C@H]3C2)cc1	-14	0.0	4
O=C(Cn1cc2c(n1)CCCC2)NCCCN1CCCCCC1	-3	0.0	-12
Cc1cccn2c(=O)c(/C=C(\C#N)C(=O)NCC3CCCO3)c(Oc3ccc(F)cc3)nc12 (stereo not drawn)	5	-0.1	-2
COc1ccc(C(=O)N/N=C/c2ccccc2Br)cc1	3	0.2	-30
COc1ccc(CCNC(=O)CSc2nc3nc(C)c(Cc4c(F)cccc4Cl)c(C)n3n2)cc1OC	0	0.0	14

Returning to the listing, repeating the two entries before the break.
SMILES	GPR151 ag	TEAD-YAP block	FBW7 activator	MITF inh
Clc1nc(NCCN2CCOCC2)nc(Nc2ccc3c(c2)OCO3)n1	0.1	-14	0.0	-23
CN(C)S(=O)(=O)c1ccc(/C(O)=C2/C(=O)C(=O)N(CCN3CCOCC3)C2c2ccco2)cc1 (stereo not drawn)	-2.6	7	0.0	9
COc1cccc(C(=O)NNC(=O)c2ccc(N)cc2)c1	0.5	1	0.0	0
Cc1ccc(N(C)S(=O)(=O)c2ccc3[nH]cc(C(=O)NC(C)C)c(=O)c3c2)cc1C	0.2	13	0.1	-8
CCC(C)Nc1cc(N(C)C)nc(N(C)C#N)n1 (stereo not drawn)	0.1	19	0.4	4
O=c1/c(=C/c2ccc(-c3ccc(F)cc3)o2)sc2nc3cc(Br)cnc3n12	1.8	13	-0.1	11
CC1=C(C(N)=O)C(c2ccc3c(c2)OCO3)n2nc(-c3cccs3)nc2N1 (stereo not drawn)	0.2	-4	0.1	9
CC1CN=C(NC(=O)c2ccc([N+](=O)[O-])cc2)S1 (stereo not drawn)	1.0	-17	0.0	2
CC(NC(=O)CCc1ccccc1)c1nnc2n1CCN(Cc1ccc(CO)o1)CC2 (stereo not drawn)	-0.5	-6	0.7	7
COc1ccc(NS(=O)(=O)c2ccc3c(c2)C(=O)c2cc(S(=O)(=O)Nc4ccc(OC)cc4)ccc2-3)cc1	2.5	-7	0.1	15
CC1Cc2ccccc2N1S(=O)(=O)c1cccc(C(=O)OC2CCCCC2=O)c1 (stereo not drawn)	4.5	15	-0.5	0
O=c1n(Cc2ccccc2F)nc2c3ccccc3nc(C3CC3)n12	0.3	-10	0.1	-2
O=c1ccc(S(=O)(=O)N2CCC(Cc3ccccc3)CC2)c[nH]1	2.1	-2	0.0	-4
O=C(Nc1nc(-c2ccc3ccccc3c2)cs1)c1ccc([N+](=O)[O-])o1	2.6	-4	0.1	-2
CCN=C1SC(CC(=O)NC(C)C)C(=O)N1CC (stereo not drawn)	-0.9	-14	-0.1	-2
CCN(CC)C(=O)CSc1nc2sc3c(c2c(=O)n1-c1ccccc1)CCC(C(C)(C)C)C3 (stereo not drawn)	0.4	3	0.1	11
CC(C)c1nnc(NC(=O)COc2ccccc2Br)s1	-0.2	-56	-0.1	-12
O=C(CN1CCC(NC(=O)c2cccc(F)c2)CC1)NC1CC1	-0.7	0	0.1	12
Cc1ccc(C)c(N2CCN(C(=O)c3cccn4c(=O)c5cc(Cl)ccc5nc34)CC2)c1	-0.3	-6	0.0	-4
O=C(Nc1ccccc1)Nc1nnc(CC2=CCCCC2)s1	0.2	-13	-0.1	8
CCOc1ccc(NC(=O)COc2ccc(F)cc2)cc1	-1.6	-24	-0.2	-1
Cc1cc(C)c(N(C)C(=O)[C@@H]2[C@H]3C[C@H]4[C@@H]2C(=O)O[C@H]4C3)c(C)c1	0.1	1	-0.1	-2
COc1ccc(NC(=O)c2cc3ccc(O)cc3oc2=O)cc1OC	-0.3	2	0.0	1
N#CC(C(=O)C1COc2ccccc2O1)c1nc2ccccc2s1 (stereo not drawn)	-0.1	-4	-0.1	-1
CCOc1ccc(NC(=O)NNC(=O)C(C)Oc2ccccc2OC)cc1 (stereo not drawn)	-0.8	22	0.2	8
COc1ccc(OC)c(/C=C2\N=C(c3ccc(C)c(C)c3)OC2=O)c1	2.6	-7	-0.1	0
Cc1cc(/C=C2/C(=N)N3C=CSC3=NC2=O)c(C)n1-c1ccc(F)cc1	-0.1	41*	-0.1	6
CCOc1ccc(C=Nc2ccc3nc(C)[nH]c3c2)cc1	0.0	0	-0.1	10
COC(=O)c1cccc(NC(=O)CSc2nnnn2C)c1	-0.1	-2	0.0	-3
Cc1ccc(NC(=O)NC2(C(F)(F)F)Oc3ccc(Cl)cc3O2)cc1F (stereo not drawn)	0.2	0	-0.2	-4
CCOC(=O)c1c(C)oc(NC(=O)COc2ccc(Cl)cc2Cl)c1C#N	0.0	7	0.1	-3
CCc1ccc(C2=CC(c3ccc(OC)c(OC)c3OC)n3nnnc3N2)cc1 (stereo not drawn)	1.0	-4	-0.1	5
O=C(/C=C\c1ccc2c(c1)OCO2)Nc1c2c(nn1-c1ccccc1)CSC2	0.8	9	0.1	-2
CCNC(=O)C1CCCN1c1nc(C)c2cc(OC)ccc2n1 (stereo not drawn)	1.7	-15	0.2	9
COc1ccc(-n2c(SCC(=O)Nc3ccccc3C)nc(O)cc2=O)cc1	-0.4	9	-0.1	5
O=C(Cc1ccccc1Cl)Nc1ccc2c(c1)OCCO2	0.9	-20	0.1	7
NC(=O)c1nonc1NC=O	-0.3	15	-0.1	14
O=C(Cc1ccccc1)N1N=CCC1(O)c1ccc(Cl)cc1 (stereo not drawn)	0.0	6	0.0	-14
COc1ccc(C2C(C(=O)OCCOc3ccccc3)=C(C)NC3=C2C(=O)CCC3)cc1OC (stereo not drawn)	1.1	-4	0.1	0
O=Cc1cc(Cl)ccc1OCc1ccc(C(=O)O)cc1	0.5	-10	-0.2	-5
O=C(NCCN1CCOCC1)C(=O)Nc1ccccc1F	3.1	-1	-0.1	1
Cc1onc(-c2c(F)cccc2Cl)c1C(=O)NCCO	0.3	2	0.1	12
CN(C)c1ccc(O)c2c1CC1CC3[C@@H](N(C)C)C(=O)C(C(N)=O)=C(O)[C@]3(O)C(=O)C1=C2O (stereo partly drawn)	-1.2	x	-0.4	8
COc1ccc(/C=N/n2cnc3c([nH]c4ccc(C)cc43)c2=O)cc1	0.0	4	1.4	5
O=c1[nH]c(=O)n([C@H]2C[C@H](O)[C@@H](CO)O2)cc1Br	0.5	-18	-0.1	-3
CCOC(=O)c1c(NC(=O)CSc2nnc(CNC(=O)c3ccccc3F)n2-c2cccc(C)c2)sc2c1CCC2	1.7	-8	-0.1	2
CC[C@H](C)[C@@H](NC(=O)OC1C(=O)c2cc(OC)ccc2O[C@@H]1c1ccc(OC)c(Br)c1)C(=O)OC (stereo partly drawn)	-0.5	x	0.0	19
COCCNC(=O)CN(C)c1nnc(N2CCCC2=O)s1	1.1	3	0.1	4
COc1ccc(NCC(=O)N/N=C/c2ccc(Cl)cc2)cc1	-0.4	5	0.0	12
CCOc1ccc(-c2nnc(SCC(=O)N3CCC(C)CC3)o2)cc1	0.3	-4	0.7	13
O=C(NCc1ccccc1F)C1CCCN(C(=O)NC2CCCCC2)C1 (stereo not drawn)	3.5	8	0.4	15
CC(C)(C)OC(=O)N1CC(C(=O)Nc2ccc3[nH]ncc3c2)C(c2ccccc2)C1 (stereo not drawn)	-1.5	7	0.0	-9
CCC(C(=O)N1CCOCC1)n1c2ccccc2c2cn[nH]c(=O)c21 (stereo not drawn)	4.0	6	0.2	13
Cc1cc(NC(=O)CCc2ccc(C)o2)no1	-0.4	5	0.0	5
Cc1ccc(C)c(C(=O)CCC(=O)NNC(=O)CSc2ccc(Cl)cc2)c1	0.5	2	-0.1	24
CCc1cccc2c(CCNC(=O)c3ccccc3OC)c(C)[nH]c12	0.3	-8	0.0	12
CC(=O)N1CCOc2cc(S(=O)(=O)Nc3cc(F)ccc3F)c(Cl)cc21	-1.9	-9	0.0	-2
